EPAC2 ag: activates human EPAC2 exchange factor. Q8WZA2. EPAC2 activation, biochemical qHTS; response scale: 100% = 6.5 mM cAMP response. actives 0.079% (n = 360,000). Potency, µM (titrated, usually from 154 µM), for inactives: at the highest dose activation, hits mostly activators; further: nearly all actives have a fitted effect of over 50% in size
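Setup: EPAC2 100 nM, labeled Rap1B complex 250 nM, free GDP 50 uM. Compound titrations pinned in, brief spin, 5 min room temperature incubation. Kinetic fluorescence read over 30 min, normalized to 6.5 mM cAMP.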
EPAC2 antag: antagonists of human EPAC2. EPAC2 GEF exchange of Rap1B-BODIPY-GDP, fluorescence. Potency, µM (doses to about 114 µM), inactives show at the top dose activity, negative = inhibition, usual class: inhibitors. actives 0.18% (n = 360,000). AID 720708; further: on the % scale 0 is the no-effect control and ±100 the full control effect; nearly all actives have a fitted effect of over 45% in size; many of its hits are not listed in these tables
aSyn rescue: rescues yeast growth from alpha-synuclein toxicity; Yeast expressing alpha-synuclein, growth rescue, BacTiter-Glo, 24 h; actives 0.14% (n = 370,000); Potency, µM (top dose mostly 46.1 µM), for inactives: top-dose growth rescue (activation), actives largely listed as activators; further: % of control where 0% means no effect; nearly all actives have a fitted effect of over 65% in size
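Readout is rescue of growth in alpha-synuclein-expressing yeast, so inhibitors of toxicity appear as activators. Growth after 24 hr at 30 deg C in galactose medium is quantified by luminescence.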
TDP43 rescue: inhibitors of TDP-43 toxicity in yeast. TDP-43 expressing yeast growth rescue, BacTiter-Glo, 24 h. Potency, µM (series often up to 46.1 µM), without a hit: top-dose growth rescue (activation), actives largely listed as activators. actives 1.8% (n = 410,000); further: % of control where 0% means no effect; nearly all actives have a fitted effect of over 50% in size
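Growth rescue of TDP-43-toxic yeast measured as ATP luminescence (BacTiter-Glo). Cells grown to mid-log in raffinose, induced in galactose at OD600=0.02, exposed to compound 24 hr at 30 deg C.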
PTHR1 ag: activates the human parathyroid hormone receptor PTHR1; HEK293 GP2 PTHR1 cells, GloSensor cAMP luminescence, 1 h; Potency, µM (highest dose often 115 µM), for inactives: top-dose activation, hits mostly activators; actives 0.075% (n = 410,000); AID 743266; further: nearly all actives have a fitted effect of over 55% in size; some results filed as inactive show a strong effect at the top dose; inactives centre near -15; many of its hits are not listed in these tables
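HEK-293-derived GP2 cells expressing PTHR1 and a GloSensor cAMP reporter, 3,000/well, plated overnight, given luciferin plus IBMX (each 0.5 mM as added) for 1 h at 37 °C, then compound for 1 h at 37 °C. Luminescence was read after 15 min at room temperature.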
EPAC1 ag: agonists of human EPAC1; Potency, µM (series often up to 154 µM), for inactives: at the top dose activation, actives largely listed as activators; actives 0.073% (n = 360,000); EPAC1 agonist qHTS, biochemical assay; response scale: 100% = response to 6.5 mM cAMP; O95398; further: nearly all actives have a fitted effect of over 60% in size
Target sequence (O95398 whole entry, looked up): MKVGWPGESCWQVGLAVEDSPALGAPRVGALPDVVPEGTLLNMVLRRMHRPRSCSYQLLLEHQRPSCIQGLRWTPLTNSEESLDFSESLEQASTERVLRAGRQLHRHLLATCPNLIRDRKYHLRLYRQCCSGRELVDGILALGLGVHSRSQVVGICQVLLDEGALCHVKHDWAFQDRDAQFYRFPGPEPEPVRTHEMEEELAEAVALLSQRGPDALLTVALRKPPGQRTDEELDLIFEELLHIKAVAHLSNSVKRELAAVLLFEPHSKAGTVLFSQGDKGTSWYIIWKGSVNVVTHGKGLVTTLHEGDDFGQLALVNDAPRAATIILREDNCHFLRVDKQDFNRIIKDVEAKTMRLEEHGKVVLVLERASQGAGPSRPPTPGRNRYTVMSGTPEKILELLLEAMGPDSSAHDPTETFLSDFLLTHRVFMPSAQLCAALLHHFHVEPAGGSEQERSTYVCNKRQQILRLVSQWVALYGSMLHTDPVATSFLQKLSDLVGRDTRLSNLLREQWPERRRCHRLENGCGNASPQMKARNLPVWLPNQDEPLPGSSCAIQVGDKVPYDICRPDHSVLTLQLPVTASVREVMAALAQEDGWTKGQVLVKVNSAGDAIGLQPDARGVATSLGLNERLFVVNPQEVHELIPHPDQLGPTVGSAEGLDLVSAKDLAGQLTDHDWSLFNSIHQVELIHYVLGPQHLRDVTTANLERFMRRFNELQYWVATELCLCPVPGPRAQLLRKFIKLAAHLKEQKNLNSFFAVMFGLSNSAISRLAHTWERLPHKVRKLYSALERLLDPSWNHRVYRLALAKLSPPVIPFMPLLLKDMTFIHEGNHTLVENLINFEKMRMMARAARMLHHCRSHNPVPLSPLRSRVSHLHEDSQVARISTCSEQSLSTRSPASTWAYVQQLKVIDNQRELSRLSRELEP
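Nucleotide exchange assay: 100 nM EPAC1 with 250 nM Rap1B loaded with BODIPY-GDP and 50 uM GDP, room temperature. Fluorescence (480/540 nm) read every 5 min for 30 min; signal change normalized to 6.5 mM cAMP as full agonist.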
EPAC1 antagonist: EPAC1 (human) antagonism | AID 720709 | EPAC1 GEF assay, Rap1b-BODIPY-GDP exchange fluorescence | O95398 | Potency, µM (titrated, usually from 115 µM), for the others: at the top dose activity change, negative = inhibition, most hits filed as inhibitors | actives 0.14% (n = 360,000);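 further: plate controls were vehicle for no effect and positive control for full effect; nearly all actives have a fitted effect of over 50% in size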
FUS yeast rescue: rescues growth of FUS-expressing yeast. Potency, µM (doses to about 76.6 µM), for the others: top-dose growth rescue (activation), hits mostly activators. actives 0.24% (n = 390,000). AID 1347120. S. cerevisiae FUS-expressing, growth rescue, OD600, 24 h;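 further: plate controls were DMSO vehicle for no effect and reference control for full effect; nearly all actives have a fitted effect of over 55% in size; some results filed as inactive show a strong effect at the top dose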
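Quantitative HTS measuring growth restoration of FUS-toxic yeast. Galactose-induced cells (OD 0.005) were exposed 24hr at 30C to compounds at several concentrations, then absorbance at 600 nm was recorded.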
The depositor's hits bear a star; i = inactive; ? = inconclusive; . = not tested or not shown; [ ] = dose if it differs, or a comment. The call rests on the fitted dose curve; in most records, active means well fitted curve in the direction sought with a large enough effect; inconclusive means small, poorly fitted or top-dose-only effect, or another doubt; inactive means no such curve, though single readings can be large; an effect the other way counts as inactive or inconclusive. Potency means the concentration at half of the fitted maximal effect. Some of the compounds tested; count on the stated rates, not on these rows.

SMILES	EPAC2 ag	EPAC2 antag	aSyn rescue	TDP43 rescue	PTHR1 ag	EPAC1 ag	EPAC1 antagonist	FUS yeast rescue
CC(=O)Nc1ccc(N(C(=O)CNC(=O)c2cccs2)C(C(=O)NC(C)(C)C)c2ccccc2)cc1 (stereo not drawn)	0%	-2%	0%	0%	i	6%	-2%	14%
Cc1cc(Cl)ccc1OCCCC(=O)N1CCOCC1	-8%	3%	16%	?	-8%	-4%	-5%	-31%
CNC(=S)NN=C(C)CCCC(C)=NNC(=S)NC	-2%	0%	2%	?	-4%	9%	7%	.
O=C(CNC(=O)c1ccc2c(c1)OCCO2)N/N=C/c1ccc([N+](=O)[O-])cc1	2%	3%	2%	-10%	i	-2%	-26%	3%
COc1cc(OC)cc(C(=O)NC2CCN(Cc3nnnn3Cc3ccc(F)cc3)CC2)c1	8%	-3%	-7%	0%	-23%	6%	2%	-21%
Cc1cc(C(=O)CN2C(=O)NC3(CCCCC3C)C2=O)c(C)n1Cc1cccs1 (stereo not drawn)	6%	-12%	-2%	-2%	i	-2%	5%	.
COCCCNC(=O)c1cc(C(=O)Cc2ccccc2)c[nH]1	2%	4%	1%	-10%[0.397 µM]	i	0%	2%	1%
CS(=O)(=O)c1ccc(Cl)c(NC(=O)COC(=O)c2cccc(C#N)c2)c1	2%	3%	-7%	20%	-24%	1%	-5%	-4%
O=C(CN1CCCC1)Nc1c2c(nc3ccccc13)N(Cc1ccccc1)CC2	5%	0%	-5%	-15%	i	2%	-9%	36%
CC(C)(C)NC(=S)NCc1cccnc1	1%	0%	-4%	-27%	i	0%	4%	18%
CCN(CC)C(=O)/C(=C\c1ccc2c(c1)OCO2)NC(=O)c1ccc(Br)cc1	6%	6%	2%	0%	i	7%	-6%	19%
Cc1ccc(NC(=O)CN(Cc2ccco2)Cc2ccccc2O)cc1C	20%	-5%	11%	-29%	-18%	7%	?	21%
C/C(=N\OCC(=O)O)c1ccc(Cl)cc1	-1%	6%	10%	16%	-6%	0%	16%	-39%
CCCC(=O)Nc1nn(CC)c2nc3ccc(C)cc3cc12	-8%	0%	1%	17%	13%	-7%	-14%	18%
O=C(Nc1cccc([N+](=O)[O-])c1)N1CCc2ccccc2C1	4%	-4%	-3%	?	-42%[inhibitor]	2%	-3%	1%
CCC(C)N(C(=O)COc1ccccc1C#N)C1CCS(=O)(=O)C1 (stereo not drawn)	4%	12%	2%	0%	i	-5%	8%	6%
Cc1ccc(CNC(=O)CCn2cc(-c3ccc(F)cc3)nc2-c2ccncc2)cc1	9%	7%	1%	23%	i	2%	7%	12%
CC(C)CC(=O)NC(=S)Nc1ccccc1N1CCCC1	2%	-18%	10%	23%	i	-2%	0%	27%
COc1ccc(-c2cc(C(=O)Nc3ccc(O)cc3)c3ccccc3n2)cc1OC	16%	-9%	19%	3%	-28%	3%	-13%	22%
O=C(COC(=O)CCc1nc2ccccc2c(=O)[nH]1)Nc1ccccc1OC(F)F	7%	8%	0%	10%	?	1%	-2%	-4%
CCO[C@@H]1OC(C(=O)NCc2ccccc2)=C[C@H](c2ccc3c(c2)OCO3)[C@H]1CCCO	11%	8%	-1%	19%	i	10%	0%	17%
CC1c2ccccc2-c2ccccc2N1C (stereo not drawn)	3%	16%	?	?	-11%	0%	6%	9%
COc1cc(/C=C2\C(=N)N3N=C(S(C)(=O)=O)SC3=NC2=O)cc(OC)c1OCCOc1cccc(C)c1	-15%	?	4%	10%	-27%	-6%	?	16%
Cc1[nH]c2ccccc2c1C(=O)COC(=O)C1CCC1	3%	-5%	7%	20%	-8%	1%	-2%	10%
NS(=O)(=O)c1ccc(CCNC(=O)CNC(=O)c2ccc(Oc3ccccc3)cc2)cc1	1%	3%	4%	1%	-13%	1%	-17%	1%

Filtered by structure, those above containing two or more sulfur atoms.
SMILES	EPAC2 ag	EPAC2 antag	aSyn rescue	TDP43 rescue	PTHR1 ag	EPAC1 ag	EPAC1 antagonist	FUS yeast rescue
CNC(=S)NN=C(C)CCCC(C)=NNC(=S)NC	-2%	0%	2%	?	-4%	9%	7%	.
COc1cc(/C=C2\C(=N)N3N=C(S(C)(=O)=O)SC3=NC2=O)cc(OC)c1OCCOc1cccc(C)c1	-15%	?	4%	10%	-27%	-6%	?	16%

The results go on:
SMILES	EPAC2 ag	EPAC2 antag	aSyn rescue	TDP43 rescue	PTHR1 ag	EPAC1 ag	EPAC1 antagonist	FUS yeast rescue
CCOc1ccccc1Nc1nnc(SCC(=O)Nc2cccc(S(=O)(=O)NC3=NCCCCC3)c2)s1	8%	1%	0%	-1%	-43%[inhibitor]	-14%	-2%	21%
COc1ccccc1OCC(=O)Nc1ccc2c(c1)OCCO2	12%	2%	2%	16%	-3%	7%	16%	-22%
COc1ccc(/C=C(\C#N)C(=O)NCc2cccs2)cc1OC	-6%	8%	-3%	-7%	i	-4%	-15%	6%
COc1ccc(NC(=O)c2n[nH]c(=O)c3ccccc23)cc1S(=O)(=O)N1CCCCC1	-1%	14%	-7%	-14%	-94%[inhibitor]	-1%	-3%	30%
CSc1ncccc1C(=O)Nc1ccc(S(=O)(=O)N2CCCC2)cc1	14%	4%	-2%[1.84 µM]	13%	-25%	-3%	20%	20%
COc1ccc(OCCN2C(=O)NC(C)(c3ccc(C)cc3)C2=O)cc1 (stereo not drawn)	-2%	2%	-9%	-2%	-5%[57.5 µM]	-1%	2%	12%
Cc1ccc(C)c(NC(=O)COC(=O)c2nc(Cl)ccc2Cl)c1	-1%	2%	-3%	7%	-3%	-1%	15%	-6%
COC1=Cc2c(ccc3ccc(=O)oc23)OC1(C)C	7%	-4%	.	13µM*	-23%	-1%	0%	-7%
O=C(NCC12CC3CC(CC(C3)C1)C2)c1nc2ncccn2n1	3%	2%	-5%	19%	-21%	-2%	3%	8%
O=C(NCc1ccccc1F)C1CCCN(S(=O)(=O)N2CCOCC2)C1 (stereo not drawn)	16%	5%	-2%	-13%	-20%	10%	3%	14%
CCOC(=O)CC(c1ccc(N)cc1)n1c(C)ccc1C (stereo not drawn)	8%	-8%	-2%	.	i	2%	-13%	?
C=CCn1c(C)nnc1SCC(=O)N1CCN(S(=O)(=O)c2ccccc2)CC1	9%	4%	0%	5%	24%	-4%	12%	-29%
COc1ccc(C2/C=C\CN(C(=O)NC(C)C)CC(=O)N2Cc2ccc(F)cc2)cc1 (stereo not drawn)	2%	-5%	-6%	-16%	12%	0%	7%	22%
O=C(NNC(=O)c1cc2ccccc2cc1O)c1cccs1	5%	-2%	19%	-4%	-8%	2%	12%	4%
COc1ccc(S(=O)(=O)N2CCC(C(=O)NC3CC3)CC2)cc1	5%	14%	0%	-4%	-1%	0%	13%	6%
Cc1ccc(Cn2ccc(=O)c(OCc3c(Cl)cccc3Cl)c2C)cc1	12%	-1%	-21%	6%	-11%[57.5 µM]	-11%	-13%	20%
C=CCNC(=S)NNC(=O)c1csc(C)c1CC	-1%	16%	1%	-2%	i	1%	1%	36%
N#Cc1ccccc1Sc1ccccc1C(=O)NCC(c1ccco1)N1CCCC1 (stereo not drawn)	3%	7%	-7%	-25%	i	19%	5%	16%
COc1ccc(C(=O)Cc2cc(OC)c(OC)cc2[N+](=O)[O-])cc1	2%	4%	0%	-19%	-13%[57.5 µM]	-2%	3%	-21%
CCCCn1c(-c2ccco2)nc2oc3ccccc3c(=O)c2c1=O	-2%	-11%	-3%	-31%[inhibitor]	-29%	1%	6%	0%
COc1ccccc1NS(=O)(=O)c1cccc(NC(=O)c2[nH]c(C)c(C(C)=O)c2C)c1	6%	-18%	-6%	4%	i	11%	-7%	-18%
CCOC(=O)C1(C)CCCN1C(=O)c1ccc(C(F)(F)F)nc1C (stereo not drawn)	-8%	-9%	2%	20%	i	4%	-1%	7%
Cc1cccc(C)c1NC(=O)CN1CCN(C(=O)CNC(=O)c2ccc(-c3ccccc3)cc2)CC1	5%	-11%	1%	19%	i	-7%	-7%	24%
COc1ccc(CSc2nncn2N)cc1Br	7%	-3%	1%	-12%	i	1%	-3%	-14%
CC(=O)N1CCC2(CC1)CC(=O)c1cc(OCC(=O)N3CCCC3)ccc1O2	6%	5%	-11%	2%	?	-2%	12%	-3%
Carrying on.
SMILES	EPAC2 ag	EPAC2 antag	aSyn rescue	TDP43 rescue	PTHR1 ag	EPAC1 ag	EPAC1 antagonist	FUS yeast rescue
Cc1cnc(NS(=O)(=O)c2ccc(N)cc2)nc1-c1ccccc1O	0%	-17%	0%	17%	-9%	0%	-29%	10%
COc1ccc(CCNCC(O)COc2cccc(C(C)=O)c2)cc1OC (stereo not drawn)	-2%	3%	-3%	-8%	-6%	0%	-17%	8%
Cc1ccc(NC(=O)NNC(=O)c2ccccc2)cc1	8%	4%	2%	16%	i	10%	-15%	-17%
O=c1cc(O)c(-c2ccc(Cl)c(Cl)c2)c(Cl)[nH]1	4%	-14%	-1%	-11%[0.397 µM]	-20%	-1%	-5%	10%
O=C(COc1ccc(F)cc1)Nc1ccc2c(c1)OCCO2	10%	-18%	-4%	?	?	1%	-13%	-2%
CCOc1ccc(-c2nc(-c3ccccc3)no2)cc1OCC	-4%	-9%	1%	24%	i	-1%	-16%	-15%
Nc1c(C(=O)C2CC2)sc2nc(-c3cccs3)cc(C(F)(F)F)c12	112µM*	219%[activator]	1%	21%	i	27%	-4%	.
CCOc1cc(CNc2cccc3[nH]c(C)nc23)ccc1OC	6%	3%	4%	-15%	-16%	11%	-4%	0%
COc1ccc(CNC(=O)c2cc(-c3ccncc3)nc3c(C)cc(C)cc23)cc1OC	-7%	-8%	0%	26%[9.22 µM]	-23%	-6%	-13%	33%
COc1ccccc1CNC(=O)C1(c2ccc(Cl)cc2)CC1	2%	0%	0%	-14%	i	-8%	21%	-9%
O=P(c1ccccc1)(c1ccccc1)C(O)c1ccco1 (stereo not drawn)	4%	3%	0%	-1%	i	0%	-24%	12%

Complete entries, quoted from the list. Values in the order: EPAC2 ag | EPAC2 antag | aSyn rescue | TDP43 rescue | PTHR1 ag | EPAC1 ag | EPAC1 antagonist | FUS yeast rescue
`Cc1cnc(NS(=O)(=O)c2ccc(N)cc2)nc1-c1ccccc1O` is listed with 0% | -17% | 0% | 17% | -9% | 0% | -29% | 10%
`CC(C)(C)NC(=S)NCc1cccnc1` is listed with 1% | 0% | -4% | -27% | i | 0% | 4% | 18%
`COc1ccc(C(=O)Cc2cc(OC)c(OC)cc2[N+](=O)[O-])cc1` is listed with 2% | 4% | 0% | -19% | -13%[57.5 µM] | -2% | 3% | -21%
`O=C(NCC12CC3CC(CC(C3)C1)C2)c1nc2ncccn2n1` is listed with 3% | 2% | -5% | 19% | -21% | -2% | 3% | 8%
`COc1ccc(C2/C=C\CN(C(=O)NC(C)C)CC(=O)N2Cc2ccc(F)cc2)cc1` (stereo not drawn) is listed with 2% | -5% | -6% | -16% | 12% | 0% | 7% | 22%

Screens: PubChem, National Center for Advancing Translational Sciences (NCATS)
